# Compound activity: PubChem, National Center for Advancing Translational Sciences (NCATS)
# CBFb-RUNX1 inh – inhibitors of human CBF-beta and RUNX1 interaction; AlphaScreen CBFb-His/RUNX1-biotin binding, biochemical; Q01196+Q13951; AID 1477; 230,000 tested, under 10 active; Potency, µM (series often up to 59.8 µM), for inactives: top-dose activity, negative = inhibition, actives largely listed as inhibitors; note: % of control where 0% means no effect
# Target sequence (Q01196 whole entry, looked up): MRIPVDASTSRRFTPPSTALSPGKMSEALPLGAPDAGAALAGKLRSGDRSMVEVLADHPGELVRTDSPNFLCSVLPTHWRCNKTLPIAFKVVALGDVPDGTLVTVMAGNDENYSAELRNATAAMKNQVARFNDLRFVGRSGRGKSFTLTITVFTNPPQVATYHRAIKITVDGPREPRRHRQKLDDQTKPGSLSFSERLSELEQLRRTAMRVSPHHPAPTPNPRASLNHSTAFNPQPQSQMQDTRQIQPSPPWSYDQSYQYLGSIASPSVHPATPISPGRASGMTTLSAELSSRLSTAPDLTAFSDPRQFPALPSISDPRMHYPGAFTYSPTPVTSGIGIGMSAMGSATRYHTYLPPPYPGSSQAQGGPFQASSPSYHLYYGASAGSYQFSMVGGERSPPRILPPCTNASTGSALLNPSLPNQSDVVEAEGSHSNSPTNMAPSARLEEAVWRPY
# Target sequence (Q13951 whole entry, looked up): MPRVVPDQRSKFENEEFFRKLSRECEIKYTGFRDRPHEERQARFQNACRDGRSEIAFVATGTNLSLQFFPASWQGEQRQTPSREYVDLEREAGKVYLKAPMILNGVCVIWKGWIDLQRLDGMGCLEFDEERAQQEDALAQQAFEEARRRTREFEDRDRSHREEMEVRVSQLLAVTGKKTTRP
#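 Proteins preincubated together for 20 min at RT before compound addition; 15 min later, nickel and streptavidin beads were added and left 90 min prior to AlphaScreen measurement.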
# L3MBTL1 block – blocks human L3MBTL1; Potency, µM (highest dose often 57.1 µM), for the others: top-dose activity, negative = inhibition, hits mostly inhibitors; AlphaScreen L3MBTL1–H3K9me1 peptide binding; AID 485360; actives 0.66% (n = 230,000); Q9Y468; note: potency is the fitted concentration of half-maximal effect; % is set by controls: 0 for no effect and ±100 for the full control effect; nearly all actives have a fitted effect of over 60% in size
#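 AlphaScreen assay: L3MBTL1 (50 nM final) was preincubated 30 min at room temperature with biotinylated H3(1-15)K9me1 peptide (75 nM final), then 30 min with library compounds; streptavidin donor and nickel chelate acceptor beads (10 ug/mL final) added, 30 min dark.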
# NPSR antag – antagonists of human neuropeptide S receptor cAMP signaling | CHO-NPSR cells, cAMP TR-FRET, antagonist mode | Q6W5P4 | actives 1% (n = 220,000) | Potency, µM (titrated, usually from 38.3 µM), for inactives: top-dose activity change, negative = inhibition, actives largely listed as inhibitors; note: potency is the fitted concentration of half-maximal effect; % is set by controls: 0 for no effect and ±100 for the full control effect; nearly all actives have a fitted effect of over 50% in size; many of its hits are not listed in these tables
# KinaseGlo FLuc – Kinase-Glo luciferase inhibition (counter-screen); Kinase-Glo luciferase, ATP luminescence, 8 min; actives 0.28% (n = 200,000); Q27757; Potency, µM (highest dose often 38.3 µM), without a hit: at the highest dose activity change, negative = inhibition, hits mostly inhibitors; note: potency is the fitted concentration of half-maximal effect; % is set by controls: 0 for no effect and ±100 for the full control effect; nearly all actives have a fitted effect of over 60% in size
#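 Substrate mix (final 50 mM imidazole pH 7.2, 50 mM KCl, 7 mM MgCl2, 10 uM ATP, 0.01% Tween 20, 0.05% BSA) plus pin-tool compound, then Kinase-Glo detection mix; 8 min ambient, luminescence read.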
# Epigenetic derep – regulators of epigenetic silencing causing reporter derepression in mouse cells | murine LDR cells, GFP reporter derepression, 30 h | Potency, µM (doses to about 53.9 µM), inactives show at the highest dose GFP activation, actives largely listed as activators | actives 0.2% (n = 280,000); note: potency is the fitted concentration of half-maximal effect; % of control where 0% means no effect; nearly all actives have a fitted effect of over 60% in size
#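 Derepression of a silenced CMV-GFP reporter in murine LDR cells is scored by enumerating GFP-positive cells with a laser-scanning microplate cytometer after 30 hours of treatment at 37 C.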
# IMPase Li cell – membrane-permeable IMPase blocker, potentiated with lithium; CHO-M1 cells, IP1 TR-FRET (IP-One), carbachol + lithium; Potency, µM (highest dose often 59.4 µM), inactives show top-dose activity, negative = IMPase inhibition, hits mostly inhibitors; actives 0.35% (n = 210,000); AID 1457;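 note: IP1 builds up when IMPase is blocked and the TR-FRET signal falls; potency is the fitted concentration of half-maximal effect; plate controls were basal vehicle for no effect and high inhibitor control for full effect; nearly all actives have a fitted effect of over 50% in size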
#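 CHO-M1, 2000 cells/well, 16–30 h culture; cpd + low Li+, 30 min 37C; lysis with d2-IP1/Eu-anti-IP1 Ab, 10 min RT; TR-FRET 665/620 ratio and 620 channel; AC50 via Hill.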
# HttQ103 aggreg – inhibitors of mutant huntingtin aggregate formation in PC12 cells; PC12 HttQ103-GFP aggregates, Acumen cytometry, 40 h; Potency, µM (highest dose often 46.1 µM), for inactives: at the top dose activity change, negative = inhibition, usual class: inhibitors; actives 1.1% (n = 220,000); note: potency is the fitted concentration of half-maximal effect; % is set by controls: 0 for no effect and ±100 for the full control effect; nearly all actives have a fitted effect of over 60% in size
#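 PC12/HTTQ103-GFP, ecdysone-inducible; teb 100 nM; cpd qHTS titration; GFP aggregates read on laser cytometer, Ex 488/Em 500-530 nm.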
# An asterisk follows results filed as active; ? = inconclusive; nt = no result given; [ ] = another dose, or the depositor's remark. Calls come from the whole dose curve; as a rule, active = well fitted curve in the direction sought with a large enough effect; inconclusive = small, poorly fitted or top-dose-only effect, or another doubt; inactive = no such curve, though single readings can be large; an effect the other way counts as inactive or inconclusive. Only part of the results is shown; rates above refer to the full screens.
SMILES,CBFb-RUNX1 inh,L3MBTL1 block,NPSR antag,KinaseGlo FLuc,Epigenetic derep,IMPase Li cell,HttQ103 aggreg
CCOC(=O)c1c(-c2ccccc2)csc1NC(=O)/C(C#N)=C/c1ccc(OC)c(OC)c1,-8%,-12%,15%,3%,0.0%,1%,5%
CCNC(=O)C1CCCN1S(=O)(=O)c1ccc(OC)cc1 (configuration not stated),7%,nt,-7%[46.1 µM],12%,-0.7%,-8%[38.3 µM],3%
Cc1ccc(-c2nn(-c3cccc(F)c3)cc2CNCCc2ccncc2)o1,-15%,-19%,27%,1%,1.5%,8%,-8%
Cc1cc(C)nc(N2CCN(c3ncnc4c3oc3ccccc34)CC2)n1,3%,-1%,-2%[46.1 µM],0%,4.1%,4%[38.3 µM],-2%
Cc1nnc(SCC(=O)NCc2ccccc2Cl)[nH]c1=O,4%,nt,16%,-1%,-6.5%,1%,2%
O=C(N/N=C\c1cccc([N+](=O)[O-])c1O)C1COc2ccccc2O1 (configuration not stated),nt,-15%,-6%[46.1 µM],1%,4.4%,-3%,-25%
Cc1oc2cc(O)cc(O)c2c(=O)c1-c1ccc2c(c1)OCCCO2,3%,-8%,?,-4%,8.6%,16%[38.3 µM],-19%
Cc1ccc(C(C(=O)NC(C)(C)C)N(Cc2cccs2)C(=O)c2ccc3c(c2)OCCO3)cc1 (configuration not stated),8%,-8%,-15%,0%,3.0%,14%,4%
O=C(O)C1C2C=CC(C3CC23)C1C(=O)NCCc1ccccc1 (configuration not stated),7%,3%,-6%[46.1 µM],1%,0.0%,-9%[38.3 µM],11%
O=C(OCC(=O)N1CCc2ccccc21)c1ccc[n+]([O-])c1,5%,nt,7%[46.1 µM],20%,0.1%,9%[38.3 µM],0%
CCCCCCCCOC(=O)C1=C(C)Nc2nnnn2C1c1cccs1 (configuration not stated),-1%,nt,?,-3%,-0.1%,54%[activator][38.3 µM],?
O=C(O)c1cccnc1SC1CC(=O)N(CCc2ccccc2)C1=O (configuration not stated),6%,nt,-2%[46.1 µM],-2%,-1.0%,14%[38.3 µM],-8%
COc1ccc(CN(C(=O)c2cccc(OC)c2)C2CCS(=O)(=O)C2)cc1 (configuration not stated),3%,48%[activator],5%,nt,1.2%,nt,-13%[9.22 µM]
O=C(N/N=C\c1cccnc1)c1cc(-c2ccc(Cl)s2)[nH]n1,18%,15%,-4%,-3%,0.0%,8%,-10%
CC(=O)Nc1ccccc1N(C)S(=O)(=O)c1ccc(C)cc1,-3%,-6%,4%[46.1 µM],0%,-0.1%,12%[38.3 µM],21%
CSc1n[nH]c(NC2=CC(=O)CCC2)n1,3%,6%,-13%[46.1 µM],nt,-3.8%,nt,-11%
COC(=O)C(NC(=O)c1cccnc1Cl)C(C)C (configuration not stated),3%,nt,13%,nt,0.5%,nt,-14%[9.22 µM]
CCn1c(SCC(=O)Nc2nccs2)nnc1-c1ccc(C)cc1,-8%,1%,2%,0%,-1.0%,2%,-1%
COCCN1CCn2c(nc3cc(Nc4nnc(C)c5ccccc45)ccc32)C1,4%,nt,7%,nt,0.0%,nt,13%[9.22 µM]
CCC(C)c1ccccc1NC(=O)COC(=O)c1ccc2c(c1)S(=O)(=O)c1ccccc1C2=O (configuration not stated),-29%,-18%,9%,5%,0.0%,-2%,-18%
S=C(c1ccc(-c2ccccc2Cl)o1)N1CCOCC1,-21%,nt,-14%[46.1 µM],-5%,1.9%,26%[38.3 µM],-4%
Cc1c(Cl)c(-c2n[nH]c(=S)n2CC(C)C)nn1C,-4%,11%,9%,1%,1.0%,-2%,-8%
O=C(/C=C/c1ccc(OCc2ccccc2)c(OCc2ccccc2)c1)c1cccnc1,2%,-16%,-57%,-2%,7.4%,4%,21%
CC1(C)N=C(SCC(=O)Nc2ccc(Cl)cc2)C(c2ccccc2)=N1,-5%,nt,-11%[46.1 µM],6%,0.0%,27%[38.3 µM],15%[9.22 µM]

# Some entries already given, limited to KinaseGlo FLuc and IMPase Li cell.
SMILES	KinaseGlo FLuc	IMPase Li cell
O=C(OCC(=O)N1CCc2ccccc21)c1ccc[n+]([O-])c1	20%	9%[38.3 µM]
CCCCCCCCOC(=O)C1=C(C)Nc2nnnn2C1c1cccs1 (configuration not stated)	-3%	54%[activator][38.3 µM]
O=C(O)c1cccnc1SC1CC(=O)N(CCc2ccccc2)C1=O (configuration not stated)	-2%	14%[38.3 µM]

# Continued.
SMILES,CBFb-RUNX1 inh,L3MBTL1 block,NPSR antag,KinaseGlo FLuc,Epigenetic derep,IMPase Li cell,HttQ103 aggreg
O=C(O)CCC(=O)N1N=C(c2ccccc2)CC1c1cccs1 (configuration not stated),10%,16%,-8%,nt,1.2%,nt,-18%[9.22 µM]
Cc1cccc(C)c1NC(=O)C(c1ccccc1)N1CC(=O)Nc2ccccc21 (configuration not stated),1%[2.36 µM],-12%,-19%,2%,5.5%,10%,4%
CC(=O)c1sc2nc(C)cc(C)c2c1N,18%,-6%,-6%[46.1 µM],1%,2.5%,15%[38.3 µM],?
Cc1noc(/C=C/N(C)C)c1S(=O)(=O)N1CCN(c2ccccc2)CC1,-7%,-16%,-21%[46.1 µM],-4%,0.8%,15%[38.3 µM],18%
O=C(Nc1ccc(SC(F)F)cc1)c1ccccc1F,10%,nt,16%,-3%,0.0%,-8%,-15%
Cc1ccc(NC(=O)c2nc[nH]c2C(=O)N[C@@H](C)C(=O)OC(C)(C)C)cc1,4%,nt,-14%,nt,0.0%,nt,4%[9.22 µM]
Cc1nc(CNS(=O)(=O)c2ccccc2F)cs1,1%[2.36 µM],7%,15%,2%,4.5%,-8%,-8%
CN(CCC#N)C(=O)COC(=O)c1ccccc1C(=O)c1ccc(Cl)c([N+](=O)[O-])c1,4%,nt,-29%,0%,19%,4%,-10%
Cc1ccccc1-n1cc[nH]c1=S,1%,nt,20%,nt,-0.3%,6%,2%
COc1ccc(OCC(=O)Nc2cccc(NC(=O)c3ccco3)c2)cc1,-1%,8%,6%,-1%,0.0%,0%,0%[9.22 µM]
C[N+]1(C)CCC(=C2c3ccccc3CC(=O)c3sccc32)CC1,5%,?,-13%[46.1 µM],-8%,-1.7%,21%[38.3 µM],4%
Cc1ccc(CNC(=O)CSc2c3c(nc4ccc(Cl)cc24)CCCC3)o1,-12%,nt,?,1%,2.7%,?,-71%

# Given with bars between the fields: 5 of the compounds above
Structure | CBFb-RUNX1 inh | L3MBTL1 block | NPSR antag | KinaseGlo FLuc | Epigenetic derep | IMPase Li cell | HttQ103 aggreg
Cc1ccc(NC(=O)c2nc[nH]c2C(=O)N[C@@H](C)C(=O)OC(C)(C)C)cc1 | 4% | nt | -14% | nt | 0.0% | nt | 4%[9.22 µM]
Cc1nc(CNS(=O)(=O)c2ccccc2F)cs1 | 1%[2.36 µM] | 7% | 15% | 2% | 4.5% | -8% | -8%
CN(CCC#N)C(=O)COC(=O)c1ccccc1C(=O)c1ccc(Cl)c([N+](=O)[O-])c1 | 4% | nt | -29% | 0% | 19% | 4% | -10%
Cc1ccccc1-n1cc[nH]c1=S | 1% | nt | 20% | nt | -0.3% | 6% | 2%
COc1ccc(OCC(=O)Nc2cccc(NC(=O)c3ccco3)c2)cc1 | -1% | 8% | 6% | -1% | 0.0% | 0% | 0%[9.22 µM]

# Next compounds.
SMILES,CBFb-RUNX1 inh,L3MBTL1 block,NPSR antag,KinaseGlo FLuc,Epigenetic derep,IMPase Li cell,HttQ103 aggreg
Cc1ccc2[nH]c(=O)c(CN(Cc3cccs3)Cc3nnnn3Cc3ccccc3)cc2c1,-12%,-10%,?,3%,-1.2%,13%[38.3 µM],1%[9.22 µM]
O=C(NCc1ccco1)c1c(F)cccc1Cl,12%,7%,9%,1%,-0.9%,4%,-16%
COc1ccc(CN2CCN(C(=O)c3cc(OC)c(OC)c(OC)c3)CC2)cc1OC,-4%,13%,-4%[46.1 µM],-2%,-0.8%,1%,5%
CCOC(=O)c1c(C)n2c3c(cc(C)cc13)CCC2,-2%,-5%,-10%,4%,-0.5%,-5%,13%
O=C(N/N=C/c1ccsc1)c1ccccn1,-11%,nt,16%,?,2.9%,-3%,16%
Cc1cc(NC(=O)C2CCCC2)nc2c1c(=O)oc1ccccc12,7%,nt,-14%[46.1 µM],2%,2.1%,52%[activator][38.3 µM],-15%
O=C(Nc1ccc(Cl)cc1)OCc1cn(-c2ccccc2)nn1,3%,7%,-5%,-3%,-0.3%,-4%,-9%
COc1cc(C(=O)Nc2nc(OC)c(-c3ccccc3)c(OC)n2)cc(OC)c1OC,-4%,-19%,-18%[46.1 µM],1%,0.0%,1%[38.3 µM],6%

# Single values from the entries so far.
# Entry of Cc1c(Cl)c(-c2n[nH]c(=S)n2CC(C)C)nn1C under IMPase Li cell: -2%
# Entry of COC(=O)C(NC(=O)c1cccnc1Cl)C(C)C (configuration not stated) under NPSR antag: 13%
# Entry of Cc1nnc(SCC(=O)NCc2ccccc2Cl)[nH]c1=O under CBFb-RUNX1 inh: 4%
# Entry of O=C(N/N=C/c1ccsc1)c1ccccn1 under Epigenetic derep: 2.9%
